KCNQ2 inh: KCNQ2 potassium channel inhibitors, primary screen, cell-based, CHO-K1, FluxOR thallium flux, B-score (AID 2156) | B-score at 10 µM | 1.1% of 310,000 active | 20 min; active compounds read low | Potassium voltage-gated channel subfamily KQT member 2 (Rattus norvegicus), O88943;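 active = fluorescence ratio B-score at most minus 3 library SDs, with starting brightness B-score within 2 library SDs, cut at about -5.5 in these data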
CHT inh: inhibitors of human choline transporter CHT; CHT-expressing cells, membrane potential dye, choline response; active compounds read low; B-score at 10 µM; 0.86% of 310,000 active; AID 488975, 2010;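 active = B-score over 3 SD under the library average, and starting fluorescence ratio not unusually high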;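 note: choline stimulus applied at its EC90 after an EC20 pre-addition; B-score computed on integrated fluorescence ratio after choline addition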
Target sequence (Q9GZV3 whole entry, looked up): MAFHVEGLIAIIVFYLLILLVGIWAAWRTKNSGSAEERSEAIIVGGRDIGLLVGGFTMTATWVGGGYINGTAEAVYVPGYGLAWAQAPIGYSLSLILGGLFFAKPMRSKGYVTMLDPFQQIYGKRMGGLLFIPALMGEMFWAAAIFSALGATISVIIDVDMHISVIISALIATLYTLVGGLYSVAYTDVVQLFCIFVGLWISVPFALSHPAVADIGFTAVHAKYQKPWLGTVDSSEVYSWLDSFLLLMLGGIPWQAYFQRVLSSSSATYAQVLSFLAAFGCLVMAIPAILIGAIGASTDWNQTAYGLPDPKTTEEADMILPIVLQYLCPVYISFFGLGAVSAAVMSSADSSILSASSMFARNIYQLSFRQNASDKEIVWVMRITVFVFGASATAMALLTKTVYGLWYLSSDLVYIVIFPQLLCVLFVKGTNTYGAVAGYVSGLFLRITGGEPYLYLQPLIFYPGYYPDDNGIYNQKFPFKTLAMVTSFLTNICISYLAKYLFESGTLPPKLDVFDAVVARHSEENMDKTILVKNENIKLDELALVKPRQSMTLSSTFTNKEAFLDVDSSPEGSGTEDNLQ
An asterisk follows results filed as active; i = inactive; x = no result given.

The first four compounds as a preview:
canonical_smiles,CHT inh,KCNQ2 inh
O=C(CSC(=S)N1CCN(c2ccccc2)CC1)Nc1nc(-c2ccccc2)c(-c2ccccc2)o1,i,i
CCOC(=O)N1CCN(S(=O)(=O)c2ccc(C)cc2)C1c1ccccc1 (configuration not stated),i,i
CC(C)n1c(SCC(=O)c2ccc3c(c2)OCCO3)nc2c1c(=O)n(C)c(=O)n2C,i,i
O=C(C1=C[C@H](C2CC2)C[C@H](OCCCCO)O1)N1CCN(Cc2ccc3c(c2)OCO3)CC1,i,i

All compounds of this part (from the top)
canonical_smiles,CHT inh,KCNQ2 inh
O=C(CSC(=S)N1CCN(c2ccccc2)CC1)Nc1nc(-c2ccccc2)c(-c2ccccc2)o1,i,i
CCOC(=O)N1CCN(S(=O)(=O)c2ccc(C)cc2)C1c1ccccc1 (configuration not stated),i,i
CC(C)n1c(SCC(=O)c2ccc3c(c2)OCCO3)nc2c1c(=O)n(C)c(=O)n2C,i,i
O=C(C1=C[C@H](C2CC2)C[C@H](OCCCCO)O1)N1CCN(Cc2ccc3c(c2)OCO3)CC1,i,i
CCCCCC1CC(=O)N(Cc2ccccc2)C(=O)N1 (configuration not stated),i,i
Cc1cc(C(=O)CN2C(=O)c3ccccc3C2=O)c(C)n1C1CC1,i,i
Oc1ccc(/C=N/N2CCN(C3c4ccccc4-c4ccccc43)CC2)cc1,i,i
Cc1ccc2cccc(OCc3ccc(Br)cc3)c2n1,i,i
O=C(CCS(=O)(=O)c1ccccc1)Nc1nc(-c2ccccn2)cs1,i,i
O=C(NCc1ccco1)c1cc(C(=O)C2CCCCC2)c[nH]1,i,i
CC(=O)N(C(C)=O)N1C(=O)C2C3c4ccccc4C(c4ccccc43)C2C1=O (configuration not stated),i,i
Cc1cccc(OCC(=O)NNC(=O)c2cccs2)c1,i,i
COc1ccc(C(=O)CSc2cc(C)nc(SCC(=O)c3ccc(C)cc3)n2)cc1,i,i
Cn1c(-c2ccco2)nc2cc3ccccc3cc21,i,i
CC(C)(C)c1cc(N)on1,i,i
Cc1ccc(NC(=O)CSc2nnc3ccccn23)cc1S(=O)(=O)N1CCOCC1,i,i
CCOC(=O)n1n[n+]([O-])c2ccccc21,i,i
CCOC(=O)c1cnc2c(ccc3ccccc32)c1NCCCN(C)C,i,i
CCOC(=O)N1CCN(Cc2nc(-c3ccccc3)no2)CC1,i,i
Cc1cc(/C=N/NC(=O)CC#N)c(C)n1-c1ccc([N+](=O)[O-])cc1,i,i
CCOC(=O)Nc1cccc(NC(=O)c2ccccc2F)c1,i,i
CC(=O)N1c2ccc(S(=O)(=O)N3CCCCC3)cc2CC1C(=O)Nc1cccc(C)c1 (configuration not stated),i,i
CC(C)N(C(=O)N1CCN(c2ccnc3cc(Cl)ccc23)CC1)C(C)C,x,i
CC(C)(C)NC(=O)C(=O)N/N=C/c1ccc(F)cc1,i,i
CCCNC(=O)c1ccccc1NC(=O)COc1ccc(OC)cc1,i,i

Whole records from above. Screens in order: CHT inh | KCNQ2 inh
Listed for CC(C)(C)NC(=O)C(=O)N/N=C/c1ccc(F)cc1 → i | i
Listed for CCOC(=O)Nc1cccc(NC(=O)c2ccccc2F)c1 → i | i
Listed for Cc1cc(C(=O)CN2C(=O)c3ccccc3C2=O)c(C)n1C1CC1 → i | i
Listed for CCOC(=O)N1CCN(S(=O)(=O)c2ccc(C)cc2)C1c1ccccc1 (configuration not stated) → i | i
Listed for CC(=O)N1c2ccc(S(=O)(=O)N3CCCCC3)cc2CC1C(=O)Nc1cccc(C)c1 (configuration not stated) → i | i

(cont.)
canonical_smiles,CHT inh,KCNQ2 inh
CCCOc1nc(N)c(C#N)c(-c2ccccc2F)c1C#N,x,i
CC(=O)c1cc2c(cc1NC(=O)C1CC1)OCO2,i,i
O=C(CSc1ncnc2nc[nH]c12)N1CCOCC1,i,i
CCOC(=O)Cn1ncc(-c2ccccc2)c1N,i,i
C=CCNc1nc(N)c([N+](=O)[O-])c(N2CCCCCC2)n1,i,i
CCCCOc1ccccc1C1CC(=O)NC2=C1C(=O)CCC2 (configuration not stated),i,i
CCNC(=S)Nc1ccc(Cl)c(C(F)(F)F)c1,i,i
CCOc1ccc(CCNC(=O)COC(=O)c2cccc(OC)c2O)cc1OCC,i,i
COc1ccc(OC)c(Nc2ncnc3ccc(Br)cc23)c1,i,i
CSc1sc(-c2ccnc(SCC(=O)C(C)(C)C)n2)c2c1C(=O)CC(C)(C)C2,i,i
Cc1ccc(C(=O)Nc2cccc(C(F)(F)F)c2)cc1Nc1cncnc1,i,i
COc1ccc(OCC(=O)Nc2ccccc2O)cc1,i,i
CCn1c(C)cc(/C=C2/SC(=S)N(CC(=O)O)C2=O)c1C,i,i
Cc1ccc(C)c(NC(=O)CCc2ccc(S(=O)(=O)NC3CCCCC3)cc2)c1,i,i
COc1ccc(C(c2c(C)[nH]n(-c3ccccc3)c2=O)c2c(C)[nH]n(-c3ccccc3)c2=O)cc1OC,i,i
NC(N)=Nc1nc2ccccc2o1,i,i
Cn1c(=O)c2c(nc(NCC3CCCO3)n2Cc2cccc(Br)c2)n(C)c1=O (configuration not stated),i,i
Cn1cccc1Cc1nnc(SCC(=O)NC2CCCC2)n1CCc1ccccc1,i,i
Cc1cccc(C(=O)N2CCN(c3ccc(C(F)(F)F)cn3)CC2)c1C,i,i
O=c1[nH]c(Cc2ccccc2)nc2ccccc12,i,i
CC1=CC2=NC(=O)/C(=C\c3cccn3CCOc3ccccc3C)C(=N)N2O1,i,i
CCN(C(=O)C1CCN(S(=O)(=O)c2cccc3nonc23)CC1)c1ccccc1,i,i
CCOC(=O)C1CCN(C(=O)CSc2ccc(Cl)cc2)CC1,i,i
Cc1cnc(CN2CCc3c([nH]c4ccccc34)C2CC(C)C)[nH]1 (configuration not stated),i,i
COc1ccc(/C(N)=N/OC(=O)c2cccc([N+](=O)[O-])c2C)cc1OC,i,i

canonical_smiles,CHT inh,KCNQ2 inh
CC(=O)Nc1ccc(NC(=O)CS(=O)(=O)c2cn(CC(=O)N3CCCC3)c3ccccc23)cc1,i,i
Cc1ccccc1CNC(=O)CCc1ccccc1,i,i
COc1cccc(-c2nc(CS(=O)(=O)CC(=O)NCCCc3ccccc3)c(C)o2)c1,i,i
CSc1ncccc1C(=O)Nc1nc2ccc(F)cc2s1,i,i
O=C(Oc1ccccc1)c1ccc2nccnc2c1,i,i
CC1CN(Cc2csc(-c3ccc(Cl)cc3)n2)CC(C)O1 (configuration not stated),i,i
Cc1csc(NC(=O)c2cnc3ccccc3n2)n1,i,i
COc1ccc2oc(=O)c(C(=O)C[n+]3cccc(C)c3)cc2c1,i,i
CCOc1cc(NC(=S)NCCCN2CCOCC2)c(OCC)cc1NC(=O)c1cccc(F)c1,i,i
NC(=O)CCC(NS(=O)(=O)c1ccc(Cl)cc1)C(=O)NCc1ccc(Cl)cc1 (configuration not stated),i,i
CC(=O)Nc1ccc(Nc2cc(C)nc3c(-c4ccc(Cl)cc4)cnn23)cc1,i,i
Cc1cccc(NC(=O)CCn2cnnn2)c1,i,i
CC1CC(C)CN(C(=O)c2ccc3c(=O)n(Cc4ccc5c(c4)OCO5)c(=S)[nH]c3c2)C1 (configuration not stated),i,i
CCC(=O)c1ccc(-c2ccccc2)cc1,i,i
O=c1[nH]c(/C=C\c2ccccc2F)nc(O)c1[N+](=O)[O-],i,i
COc1ccc(NC(=O)COc2ccccc2)cc1NC(=O)c1ccco1,i,i
Cc1csc2nc(CNC(=O)c3ccco3)cn12,i,i
Cc1ccc(S(=O)(=O)NCc2ccccc2)cc1C(=O)NCC(C)(C)N1CCOCC1,i,i
CCOc1ccc(N(CC(=O)N/N=C/c2cc(Br)c(C)o2)S(C)(=O)=O)cc1,i,i
COC(=O)c1ccc(NC(=O)c2ccc3nccnc3c2)cc1,i,i
COc1cccc2oc3ccc(C#CC4(N)CCCCC4)cc3c(=O)c12,i,i
CCN1CCCC1CN(Cc1cc2ccc(C)cc2[nH]c1=O)C(=S)Nc1ccc(OC)cc1OC (configuration not stated),i,i
COC(=O)CCC(=O)Nc1ccc(N=Nc2ccccc2)cc1,i,i
Cc1nnc(NC(=O)c2ccc3c(c2)OCO3)s1,i,i
COc1cccc(C(=O)Oc2ccc3ccc(O)cc3c2)c1,i,i

canonical_smiles,CHT inh,KCNQ2 inh
Cc1cccc(Cc2nnc(CCC(=O)N(C)CCc3ccccc3)o2)c1,i,i
CC(Sc1nn(-c2ccc(F)cc2)c(=S)s1)C(=O)c1c(N)n(C)c(=O)n(C)c1=O (configuration not stated),i,i
CCC(C)NC(=O)c1ccc(COc2ccccc2Cl)cc1 (configuration not stated),i,i
CC1(C)C2CCC(C2)C1(C)NC(=O)CNC1CCCCC1 (configuration not stated),i,i
COc1cccc(C(=O)CC(=O)C(=O)Nc2cc(OC)c(OC)c(OC)c2)c1,i,i
CCc1cc2c(=O)[nH]c(Cc3ccc(OC)cc3)nc2s1,i,i
CCn1c(N)c(C(=O)NCCCOC)sc1=S,i,i
COc1ccc(CNC(=O)CS(=O)Cc2nc(-c3ccc(C)cc3)oc2C)cc1 (configuration not stated),i,i
CCc1cccc(CC)c1-n1c(SCn2nnc3ccccc3c2=O)nnc1-c1cccnc1,i,i
O=C(O)c1ccc(CNCc2ccccc2Cl)cc1,i,i
CCCCC1CCC(C(=O)N(CC(C)C)c2c(N)n(CCCC)c(=O)[nH]c2=O)CC1 (configuration not stated),i,i
COc1ccc2c(c1)CCCN2S(=O)(=O)c1ccc(Cl)cc1,i,i
Cc1ccccc1NC(=O)CSc1ccc(-c2ccc(-n3cccn3)cc2)nn1,i,i
Cc1cc(-c2n[nH]c(=S)n2/N=C/c2cccs2)n[nH]1,i,i
Fc1ccc(OCCCCCN2CCCC2)cc1,i,i
CCN(CC)CCN1C(=O)C(=O)/C(=C(/O)c2ccc(S(=O)(=O)N3CCOCC3)cc2)C1c1ccc(C(C)C)cc1 (configuration not stated),i,i
CN(C(=O)c1ccc(COc2ccccc2Br)o1)c1ccccc1,i,-6.2*
C[C@@H](CO)NC(=O)c1ccc2c3n(nc2c1)-c1ccc(Cl)cc1CO3,i,i
CC(C)(C)c1[nH]nc2c1C(c1ccncc1)C(C#N)=C(N)O2 (configuration not stated),i,i
Cc1ccc(-c2nc3ncccn3c2Nc2ccc3c(c2)OCCO3)o1,i,i
CSc1ncc(Sc2ccccc2)c(C(=O)O)n1,i,i
CC(=O)c1c(C)[nH]c(C(=O)OCC(=O)NCCc2ccc(F)cc2)c1C,i,i
COc1ccc(CCC(=O)Nc2ccc(N3CCOCC3)cc2)cc1,i,i
Cc1ccc(CN2CCNC(=O)C2CC(=O)NCCCn2cccn2)o1 (configuration not stated),i,i
Cc1ccc(/C=C2/NC(=O)[C@H](C)NC2=O)cc1,i,i

canonical_smiles,CHT inh,KCNQ2 inh
O=C(N=C1SC2CS(=O)(=O)CC2N1Cc1ccccc1)C1CCCO1 (configuration not stated),i,i
Cc1cc(C)cc(C(=O)NCC(=O)OCC(=O)N(C)C2CCS(=O)(=O)C2)c1 (configuration not stated),i,i
Cc1ccc(S(=O)(=O)N2CCN(C(=O)c3sccc3-c3ccccc3)CC2)cc1,i,i
COc1cccc(/C=C/C(=O)Nc2ccc3nc4n(c(=O)c3c2)CCCC4)c1OC,i,i
COc1cc(C)c(CN2CCC(Oc3ccc(C(=O)N4CCCC4)cc3)CC2)cc1C,i,i
CCCCn1c(N)c(N(CC(C)C)C(=O)CC2OC(=O)c3ccccc32)c(=O)[nH]c1=O (configuration not stated),i,i
Cc1ccccc1OCC(=O)Nc1ccc(N2CCN(S(C)(=O)=O)CC2)cc1,i,i
CCOc1ccc(C(C(=O)NCCOC)N(CCOC)C(=O)CCC(=O)Nc2ccccn2)cc1 (configuration not stated),i,i
Cc1nc(-c2ccc(S(=O)(=O)N3CCN(CCc4ccccc4)CC3)s2)cs1,i,i
O=C(CCCC(=O)N(CC(=O)NC1CCCC1)Cc1ccccc1Cl)Nc1ccccn1,i,i
COc1cccc(/C=C/C(=O)OCC(=O)N2CCN(S(=O)(=O)c3ccc(Cl)cc3)CC2)c1,i,i
C[C@@H](NC(=O)[C@@H]1Cc2ccccc2CN1)C(=O)Nc1ccc2c(c1)OCCO2,i,i
O=C(CN1CCCN(S(=O)(=O)c2ccc(Br)s2)CC1)Nc1ccc(Cl)cc1,i,i
CCC(=O)N1CCN(c2ccc(Cl)cc2NC(=O)c2ccc(N3CCCC3)c([N+](=O)[O-])c2)CC1,i,i
CC(C)c1ccc(NC(=O)C2CCN(S(C)(=O)=O)CC2)cc1,i,i
CC1(C)CC(=O)c2cnc(NC(=O)CCc3ccccc3)nc2C1,i,i
CCCCn1c(N)c(N(CC(C)C)C(=O)CCC2CCCCC2)c(=O)[nH]c1=O,i,i
CCn1c(SCc2ccc(C#N)cc2)nnc1-c1ccc(S(=O)(=O)N2CCCCC2)cc1,i,i
CC(/C=C/c1ccccc1)=N\NC(=O)c1cc(C)nc2ccccc12,i,i
Cc1c(C)n(CCC(=O)O)c2ccccc12,i,i
Cc1cccc(NC(=O)c2oc3c(c2C)C(=O)CC(C)(C)C3)n1,i,i
CC(C)C(=O)NC(=S)Nc1ccc(CN2CCOCC2)cc1,i,i
CNC(=O)/C(C#N)=C/c1cn(CC(=O)NCc2ccco2)c2ccccc12,i,i
C=CCNc1oc(-c2ccc(OC)cc2)nc1C#N,i,i
O=c1c(Cc2ccc(F)cc2)c(O)ccn1Cc1ccco1,i,i
CC(NC(=O)c1ccccc1)c1nnc(SCC(=O)NC2=NCCS2)n1C (configuration not stated),i,i
